Source: PubChem (several laboratories)
TRAIL sens C8 = caspase-8 TRAIL sensitization. NB7+C8 cells + TRAIL, ATPlite viability luminescence. inhibition (viability loss, TRAIL sensitization), % at 10 µM. hit rate 1% among 360,000;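 active means compounds causing at least 50% loss of cell viability in the single-dose screen, relative to plate controls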
SRC3 inh = inhibitors of human steroid receptor coactivator 3 (SRC3) | HEK293 GAL4-SRC3 luciferase reporter, luminescence | hit rate 0.17% among 360,000 | inhibition, % at 3.6 µM | Q9Y6Q9 | AID 588352;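 active means inhibition above a per-campaign cutoff, the mean of all compounds plus 3 SD, cut at about 60% in these data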;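 further: 0% = DMSO-treated cells and 100% = gossypol-treated cells at 36 µM; higher means less SRC3-driven luciferase light from the GAL4 reporter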
LMP1 NFkB inh = inhibitors of Epstein-Barr LMP1-induced NF-kappaB reporter. LMP1-induced NF-kappaB luciferase reporter cells, luminescence. inhibition, % at 12.5 µM. hit rate 0.69% among 350,000; in the data active means inhibition above about 41%;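 further: 0% = neutral control wells and 100% = reference inhibitor control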
TWEAK Fn14 block = TWEAK-Fn14 signaling inhibition. TWEAK-stimulated Fn14 reporter cells, luciferase luminescence, 8 h. inhibition, % at 10 µM. hit rate 2% among 360,000. AID 1159606; in the data active means inhibition above about 50%
NOD2-RIPK2 inh = NOD2-RIPK2 protein interaction inhibition | O43353 | CHO BLA complementation NOD2-RIPK2, CCF4 ratio | inhibition, % at 4.98 µM | hit rate 0.38% among 360,000; in the data active means inhibition above about 21%;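 further: 0% = vehicle only and 100% = reference blocker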
Target sequence (O43353 whole entry, looked up): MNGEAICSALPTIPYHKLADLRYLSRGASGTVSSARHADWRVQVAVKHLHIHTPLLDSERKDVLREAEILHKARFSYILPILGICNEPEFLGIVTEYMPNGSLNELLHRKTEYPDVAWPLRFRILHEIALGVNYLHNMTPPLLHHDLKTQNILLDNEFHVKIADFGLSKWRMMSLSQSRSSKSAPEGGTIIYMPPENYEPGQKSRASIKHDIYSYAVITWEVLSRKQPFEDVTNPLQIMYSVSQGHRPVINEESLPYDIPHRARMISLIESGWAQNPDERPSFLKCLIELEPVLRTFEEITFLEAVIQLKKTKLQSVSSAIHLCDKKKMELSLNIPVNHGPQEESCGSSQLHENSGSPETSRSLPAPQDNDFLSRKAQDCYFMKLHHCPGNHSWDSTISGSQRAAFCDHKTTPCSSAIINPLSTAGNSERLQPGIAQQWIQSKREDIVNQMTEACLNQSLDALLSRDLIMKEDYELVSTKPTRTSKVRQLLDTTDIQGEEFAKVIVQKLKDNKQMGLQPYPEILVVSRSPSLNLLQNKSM
NR5A2 inv ag = suppresses constitutive activity of human LRH-1; hit rate 0.13% among 360,000; inhibition, % at 3.6 µM; O00482; HEK293T StAR-luciferase reporter, LRH-1 transfected, 24 h;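 active means inhibition above the mean inhibition of all tested compounds plus 3 SD, cut at about 73% in these data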;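 further: 0% = DMSO wells and 100% = reporter-only cells lacking LRH-1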
TLR9-MyD88 block = inhibitors of human TLR9-MyD88 binding | hit rate 0.21% among 340,000 | AID 504734 | inhibition, % at 4.98 µM | CHO BLA complementation TLR9-MyD88, CCF4 FRET ratio;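 active means inhibition above the mean over all tested compounds plus 3 SD, cut at about 21% in these data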;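 further: 0% = DMSO only wells and 100% = clavulanate BLA inhibitor control wells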
COUP-TFII inh = blocks human COUP-TFII nuclear receptor; AID 686940; P24468; inhibition, % at 8.6 µM; HEK293T NGFI-A luciferase reporter, luminescence; hit rate 0.7% among 370,000;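 active means inhibition above a per-plate cutoff, mean inhibition of test wells between control levels plus 3 SD, cut at about 38% in these data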;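 further: cells cotransfected with COUP-TFII expression vector driving the NGFI-A reporter; 0% = median of COUP-TF2 test wells and 100% = reporter-only cells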
Target sequence (P24468 whole entry, looked up): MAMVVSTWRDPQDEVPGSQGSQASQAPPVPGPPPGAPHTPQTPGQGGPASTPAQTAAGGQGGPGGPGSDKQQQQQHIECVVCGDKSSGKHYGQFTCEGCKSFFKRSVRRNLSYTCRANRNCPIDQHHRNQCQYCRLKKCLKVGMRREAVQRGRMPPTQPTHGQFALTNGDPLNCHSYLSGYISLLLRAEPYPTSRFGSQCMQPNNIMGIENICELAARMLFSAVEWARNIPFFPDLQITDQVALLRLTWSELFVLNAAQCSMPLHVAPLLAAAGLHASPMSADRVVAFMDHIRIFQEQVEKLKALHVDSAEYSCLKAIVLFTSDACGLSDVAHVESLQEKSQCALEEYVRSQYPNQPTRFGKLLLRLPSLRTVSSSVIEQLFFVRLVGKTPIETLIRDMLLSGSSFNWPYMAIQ
TROY signal inh = blocks TROY-dependent signaling in reporter cells; Q293 LMP1-TROYcd NF-kB luciferase reporter, 4 h; inhibition, % at 10 µM; hit rate 0.98% among 360,000; AID 1347056;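 active means compounds whose plate-normalised and pattern-corrected inhibition of the luciferase reporter signal at the single screening dose is 50% or more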
SRC1 inh = inhibitors of human steroid receptor coactivator 1 (SRC1); Q15788; HEK293 GAL4-SRC1 luciferase reporter, luminescence; inhibition, % at 3.6 µM; hit rate 0.12% among 360,000; AID 588354;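 active means inhibition above the campaign mean plus 3 SD, with each screening campaign given its own cutoff, cut at about 60% in these data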;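 further: 0% = DMSO treated cells and 100% = gossypol at 36 µM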
NCOA2 inhibitor = human SRC2 (NCOA2) inhibition; inhibition, % at 9 µM; AID 651957; Q15596; HEK293 GAL4-SRC2 luciferase reporter, luminescence; hit rate 0.17% among 370,000;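 active means inhibition above the mean inhibition of all tested compounds plus 3 SD, set per campaign, cut at about 52% in these data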;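 further: 0% = DMSO treated cells and 100% = cells given Gossypol at 36 µM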
Starred values were filed as active, the others as inactive; . = no result given.

entry | mol | TRAIL sens C8 | SRC3 inh | LMP1 NFkB inh | TWEAK Fn14 block | NOD2-RIPK2 inh | NR5A2 inv ag | TLR9-MyD88 block | COUP-TFII inh | TROY signal inh | SRC1 inh | NCOA2 inhibitor
1 | COC(=O)c1cccc(N(C(=O)CNC(=O)c2cccs2)C(C(=O)NCC2CCCO2)c2ccc(OC)c(OC)c2)c1 (configuration not stated) | -12 | -8 | 1 | 1 | -4 | -12 | -11 | -15 | -10 | -25 | -16
2 | COC(=O)c1ccc(Cn2c(O)c(N=O)c3ccccc32)o1 | -8 | -2 | 9 | -3 | 2 | 21 | 26* | 18 | -4 | -23 | 23
3 | c1ccc(Cn2nnc3c(NCc4ccc5c(c4)OCO5)nc(C4CC4)nc32)cc1 | 1 | 23 | 5 | -5 | -5 | 7 | -4 | -7 | 3 | 5 | 0
4 | N#C/C(=C\N1CCOCC1)c1ccccc1 | -2 | 9 | -2 | -1 | -3 | 0 | -8 | -14 | -12 | 2 | -19
5 | O=[N+]([O-])c1ccccc1CNC1CCCc2ccccc21 (configuration not stated) | -10 | 11 | 4 | 10 | 6 | 1 | -10 | 8 | -3 | 6 | -16
6 | O=C(c1cccs1)N1CCCC(N2CCN(c3cccc(C(F)(F)F)c3)CC2)C1 (configuration not stated) | -8 | 2 | 1 | 11 | 8 | 7 | -9 | 16 | 14 | -1 | -6
7 | Nc1nc(COC(=O)C2CCN(C(=O)c3ccc(Cl)cc3)CC2)nc(Nc2ccccc2)n1 | -4 | 12 | 1 | -3 | -9 | -11 | -7 | -10 | 0 | -5 | 9
8 | O=C(COC(=O)c1cc(S(=O)(=O)N2CCOCC2)c(Cl)cc1Cl)NCc1ccco1 | -33 | 1 | 3 | 31 | 1 | 6 | 9 | 8 | 2 | 3 | 3

Five records picked at random from those above, as already listed:
entry | mol | TRAIL sens C8 | SRC3 inh | LMP1 NFkB inh | TWEAK Fn14 block | NOD2-RIPK2 inh | NR5A2 inv ag | TLR9-MyD88 block | COUP-TFII inh | TROY signal inh | SRC1 inh | NCOA2 inhibitor
8 | O=C(COC(=O)c1cc(S(=O)(=O)N2CCOCC2)c(Cl)cc1Cl)NCc1ccco1 | -33 | 1 | 3 | 31 | 1 | 6 | 9 | 8 | 2 | 3 | 3
6 | O=C(c1cccs1)N1CCCC(N2CCN(c3cccc(C(F)(F)F)c3)CC2)C1 (configuration not stated) | -8 | 2 | 1 | 11 | 8 | 7 | -9 | 16 | 14 | -1 | -6
3 | c1ccc(Cn2nnc3c(NCc4ccc5c(c4)OCO5)nc(C4CC4)nc32)cc1 | 1 | 23 | 5 | -5 | -5 | 7 | -4 | -7 | 3 | 5 | 0
1 | COC(=O)c1cccc(N(C(=O)CNC(=O)c2cccs2)C(C(=O)NCC2CCCO2)c2ccc(OC)c(OC)c2)c1 (configuration not stated) | -12 | -8 | 1 | 1 | -4 | -12 | -11 | -15 | -10 | -25 | -16
5 | O=[N+]([O-])c1ccccc1CNC1CCCc2ccccc21 (configuration not stated) | -10 | 11 | 4 | 10 | 6 | 1 | -10 | 8 | -3 | 6 | -16

More compounds.
entry | mol | TRAIL sens C8 | SRC3 inh | LMP1 NFkB inh | TWEAK Fn14 block | NOD2-RIPK2 inh | NR5A2 inv ag | TLR9-MyD88 block | COUP-TFII inh | TROY signal inh | SRC1 inh | NCOA2 inhibitor
9 | O=c1c2ccccc2c(C=Nc2cccc(S(=O)(=O)NCc3ccco3)c2)c(O)n1-c1ccc(Cl)cn1 | 0 | 7 | -9 | 19 | -1 | 12 | 12 | 2 | -15 | 1 | -15
10 | Cc1nnc(NC(=O)CCC(=O)NCc2ccco2)s1 | -5 | 5 | -10 | -4 | 7 | 11 | -3 | -8 | -1 | 3 | -1
11 | O=C(CN1CCNCC1)N1CCOCC1 | 4 | 1 | . | 10 | -7 | 10 | . | . | 4 | 2 | .
12 | CSc1ccccc1C(=O)N1CCC(CCC(=O)NC2CC2)CC1 | -5 | 8 | -2 | 12 | 2 | -15 | -2 | -2 | -14 | -35 | 12
13 | Cn1c(Cc2ccccc2)nnc1SCC(=O)N1CCCCC1 | 4 | 3 | 5 | -7 | -1 | -13 | -9 | 6 | -8 | -3 | -6
14 | CCC(C)(C)NC(=O)C(c1ccc(OC)cc1)N(Cc1ccc(OC)cc1)C(=O)CCC(=O)Nc1cc(C)on1 (configuration not stated) | -15 | -2 | 2 | 32 | -8 | -14 | 4 | -1 | -14 | 2 | -8
15 | CC(=O)Nc1c(C(=O)C2CC2)oc2ccccc12 | -11 | 14 | -2 | 2 | 2 | 14 | 4 | . | -12 | -8 | .
16 | O=C(O)CCc1ccc(-c2ccc(F)cc2)n1CC1CCCO1 (configuration not stated) | -5 | -10 | 2 | -1 | 0 | 9 | 8 | -9 | 10 | -8 | -10
17 | CCCCCCCCN1C(=O)[C@H](CC(=O)NCc2ccccc2)C[C@@]2(C(=O)OC)CCCCC=C12 | 12 | . | . | 21 | -10 | 23 | . | -3 | -15 | . | -1
18 | CCOc1cc(/C=N/NC(=O)c2c(-c3ccccc3)noc2C)ccc1O | -4 | 16 | 4 | -17 | -6 | 17 | -3 | -3 | 20 | -2 | -41
19 | COc1ccc(OC)c(C2C3=C(N=C4SCC(=O)N42)c2ccccc2CC3)c1 (configuration not stated) | 0 | 0 | 0 | -6 | -2 | -23 | 7 | 15 | -22 | -29 | -15
20 | Cc1coc2c(C)c3oc(=O)c(CCC(=O)N4C[C@H]5C[C@@H](C4)c4cccc(=O)n4C5)c(C)c3cc12 | -28 | 11 | 0 | 0 | -6 | -13 | -15 | -15 | -3 | -10 | 7
21 | CC(=O)/C(=C/c1ccc(N(C)C)cc1)C(=O)c1ccccc1 | -2 | 11 | 1 | -3 | 4 | 9 | 1 | 7 | -12 | 19 | -7
22 | O=C(Cn1c(=O)sc2ccccc21)NCc1ccco1 | -2 | 1 | 0 | -22 | -11 | -26 | -5 | -8 | -9 | -4 | -19
23 | O=C(CNC(=O)N1CC(=O)Nc2ccccc21)NCCCc1ccccc1 | -12 | -6 | 11 | 10 | 0 | 5 | -5 | 8 | 1 | -32 | -17
24 | COCCNC(=O)c1ccc2c3n(nc2c1)-c1ccc(Cl)cc1CO3 | 14 | -79 | -13 | -22 | 4 | -142 | -5 | -23 | -1 | -73 | -45
25 | CCN(CC)S(=O)(=O)c1ccc(N2CCOCC2)c(NC(=O)c2cnccn2)c1 | -16 | 15 | 7 | -30 | 1 | 20 | -6 | -6 | 8 | 13 | -2
26 | CCOC(=O)c1ccc(NC(=O)NCc2ccccc2OC)cc1 | 3 | -26 | -1 | 4 | 0 | -21 | 1 | -6 | 13 | -12 | -11
27 | COc1ccc(Cl)cc1Nc1nc(-c2cccnc2)cs1 | 5 | -10 | -38 | -1 | -4 | 10 | 1 | -9 | -27 | 5 | 2
28 | COc1ccccc1C(=O)NC(CCSC)C(=O)NNC(=O)c1ccccc1C (configuration not stated) | -2 | 6 | 1 | 2 | 0 | 5 | -2 | -14 | -1 | 9 | 18
29 | C/C(=N/NC(=O)c1ccc(Cl)s1)c1cccnc1 | 12 | -7 | -4 | -40 | -17 | -26 | -12 | -3 | -63 | -15 | -20
30 | COc1ccccc1NC(=O)Cn1c(=O)n(CCc2c[nH]c3ccccc23)c(=O)c2cccnc21 | 7 | -12 | -14 | 14 | -3 | -15 | 9 | 0 | -19 | -3 | 13
31 | CNC(=O)c1c(NC(=O)C2=COCCO2)sc2c1CCN(C(=O)OC)C2 | -3 | -12 | 1 | -6 | -3 | 22 | -1 | 4 | 0 | 16 | -31
32 | CSc1nnc(N2C(=O)C(O)=C(C(=O)c3ccco3)C2c2cccc(Cl)c2)s1 (configuration not stated) | 1 | -8 | 0 | 18 | -7 | -9 | 3 | 15 | -47 | -14 | -36
33 | Cc1nc(N2CCOCC2)nc(N2CCN(c3ccccc3)CC2)c1[N+](=O)[O-] | -8 | 28 | 1 | 10 | 2 | 8 | -1 | -5 | 13 | -21 | -5
34 | Cc1ccc(-c2ccc3nnc(SCC(N)=O)n3n2)cc1 | -16 | -9 | 3 | -5 | -6 | -9 | 0 | 17 | 2 | 10 | -12
35 | Cc1c(Cl)c(-c2n[nH]c(=S)n2-c2ccccc2)nn1C | 2 | 9 | 1 | -22 | -7 | -8 | -6 | -1 | 3 | 3 | 4
36 | Cc1cc(C)nc(NC(=NCCc2c[nH]c3ccccc23)NC(=O)Nc2cccc([N+](=O)[O-])c2)n1 | -20 | -2 | 20 | 18 | 0 | 12 | 3 | 3 | 5 | 4 | 20
37 | COc1ccc(Cl)cc1NC(=O)CN(C)C(=O)c1ccc(N2CCCCC2)c([N+](=O)[O-])c1 | 16 | -33 | 2 | -1 | 7 | 10 | -12 | 5 | 20 | -13 | -5
38 | COc1ccc(S(=O)(=O)Nc2ccc(-c3ccc4nncn4n3)cc2)c(OC)c1 | 33 | 6 | 5 | 2 | -6 | 20 | -2 | -7 | 4 | 5 | -2
39 | Cc1cc2ncn(CS(C)(=O)=O)c2cc1C | 3 | -10 | 6 | 0 | -7 | -4 | -11 | -5 | -7 | -3 | 24
40 | CCN(CC)c1ccc(NC(=O)COC(=O)CSc2ccc(Br)cc2C)cc1 | 14 | 0 | -2 | 2 | -11 | 14 | 5 | 7 | -6 | 9 | 5
41 | COc1cccc(C(=O)NC23CC4CC(CC(C4)C2)C3)c1 | -4 | -25 | -18 | -8 | -11 | -29 | -1 | -11 | -47 | -19 | -58
42 | O=C(Cc1ccc(F)cc1)Nc1ccc(F)c([N+](=O)[O-])c1 | -17 | -11 | 0 | -1 | 6 | -3 | -8 | -6 | 0 | 0 | -25
43 | COc1cc(-c2nnc(-c3cccs3)o2)cc(OC)c1OC | -5 | -12 | 8 | -20 | 7 | -15 | -11 | -15 | -30 | -39 | -2
44 | Cc1ccc(NC(=O)[C@@H]2CCCN2S(=O)(=O)c2ccccc2F)cc1 | 6 | -14 | -2 | -1 | -8 | -5 | -3 | -8 | -8 | 1 | -21
45 | CCOC(=O)C1=C(C)NC(=O)NC1/C=C/c1ccccc1OC (configuration not stated) | -5 | 6 | 10 | -27 | -1 | 4 | -1 | -24 | -2 | -1 | 4
46 | C=CCn1c(SCC(=O)Nc2ccc3c(c2)OCCO3)nnc1-c1ccco1 | 3 | 17 | 1 | 2 | 1 | 12 | 5 | -12 | -3 | -6 | -13
47 | CC(/C=C/c1ccc(OCc2ccccc2)cc1)=N\O | 32 | -61 | -37 | -24 | 4 | -128 | 8 | -23 | -18 | -128 | -51

Only part of the results is shown. The share of hits here may be higher or lower than overall.
